HCV core dimer: blocks dimerization of HCV core protein | 300,000 tested, 0.33% active | AID 1899 | TR-FRET GST/Flag-core106 dimerization, 1536-well | inhibition, % at 5 µM;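 active means inhibition above the mean of all tested compounds plus 3 SD, set per screening campaign, cut at about 45% in these data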
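Assay system – GST-tagged and Flag-tagged HCV core protein residues 1-106 · Quantity – core106 proteins, GST 13.5 nM and Flag 17 nM · Benchmarks – unlabelled core106 and no-GST-core106 wells · Read-out basis – percent inhibition of core106 dimerization signal · Detection – time-resolved FRET, ex 340 nm, em 617 and 671 nm · Schedule – 4 h at 22.5 °C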
Fh CTSL1 inh: counter-screen for PFM18AAP inhibitors: inhibitors of F. hepatica cathepsin L1; recombinant F. hepatica cathepsin L1, Z-Leu-Arg-MCA fluorescence; inhibition, % at 5.96 µM; 300,000 tested, 0.49% active; AID 1906;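 active means inhibition above the mean of all tested compounds plus 3 SD, set per screening campaign, cut at about 17% in these data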;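 further: 0% = plate median of test compound wells and 100% = 1 µM Z-Phe-Ala-diazomethylketone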
TPT1 inh: inhibitors of Candida albicans tRNA 2'-phosphotransferase TPT1 | recombinant caTPT1, FP RNA substrate dephosphorylation | 300,000 tested, 0.81% active | inhibition, % at 5 µM;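 active means inhibition above the mean of all tested compounds plus 3 SD, set per screening campaign, cut at about 24% in these data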;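 further: plate controls were DMSO alone for no effect and ferristatin control at 100 nM for full effect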
PP5 primary: inhibitors of human protein phosphatase 5 (PP5); P53041; purified PP5c, OMFP substrate fluorescence; inhibition, % at 6.7 µM; 320,000 tested, 0.18% active;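 active means inhibition above the campaign's mean inhibition across all tested compounds plus 3 SD, cut at about 9.5% in these data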;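 further: 0% = DMSO only and 100% = 100 µM cantharidin control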
Target sequence (P53041 whole entry, looked up): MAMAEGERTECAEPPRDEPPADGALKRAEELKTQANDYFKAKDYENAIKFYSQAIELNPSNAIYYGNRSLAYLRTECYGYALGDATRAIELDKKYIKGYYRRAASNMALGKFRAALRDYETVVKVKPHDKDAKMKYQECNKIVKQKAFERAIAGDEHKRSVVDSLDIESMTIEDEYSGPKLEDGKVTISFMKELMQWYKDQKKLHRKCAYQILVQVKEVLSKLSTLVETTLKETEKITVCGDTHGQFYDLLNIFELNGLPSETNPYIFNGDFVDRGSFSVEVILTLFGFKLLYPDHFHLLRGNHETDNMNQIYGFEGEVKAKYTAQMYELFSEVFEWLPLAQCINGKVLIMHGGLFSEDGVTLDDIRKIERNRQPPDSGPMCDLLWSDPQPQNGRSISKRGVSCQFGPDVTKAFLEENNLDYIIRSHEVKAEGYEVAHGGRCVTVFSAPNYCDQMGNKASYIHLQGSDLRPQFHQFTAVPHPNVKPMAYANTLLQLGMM
procasp7 counter: counter-screen for procaspase-3 activators: activators of human procaspase-7; 330,000 tested, 0.093% active; P55210; activation, % at 8.5 µM; AID 463210; recombinant procaspase-7, Ac-DEVD-pNA absorbance 405 nm; D23A/D198A/D206A triple mutant, cannot self-cleave; scale: DMSO 0, 5 µM enzyme 100;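 active means percent activation above the screen-wide mean plus 3 SD, cut at about 25% in these data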
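Test system: Procaspase-7 triple mutant (PC-7 D3A). Also added: Ac-DEVD-pNA substrate, 400 µM as added. Schedule: 1 h enzyme–compound preincubation and 2 h substrate reaction, both 25 °C. Signal: p-Nitroaniline absorbance at 405 nm, read at 0 and 120 min. Control set: low DMSO alone, high DMSO plus 5 µM PC-7.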
PP1 inh: PP1-alpha (human) inhibition in PP5 counter-screen. AID 2235. 320,000 tested, 0.9% active. purified PP1alpha, OMFP fluorescence. inhibition, % at 6.7 µM. P62136;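 active means inhibition above the mean inhibition of all tested compounds plus 3 SD, computed separately for each screening campaign, cut at about 15% in these data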
Target sequence (P62136 whole entry, looked up): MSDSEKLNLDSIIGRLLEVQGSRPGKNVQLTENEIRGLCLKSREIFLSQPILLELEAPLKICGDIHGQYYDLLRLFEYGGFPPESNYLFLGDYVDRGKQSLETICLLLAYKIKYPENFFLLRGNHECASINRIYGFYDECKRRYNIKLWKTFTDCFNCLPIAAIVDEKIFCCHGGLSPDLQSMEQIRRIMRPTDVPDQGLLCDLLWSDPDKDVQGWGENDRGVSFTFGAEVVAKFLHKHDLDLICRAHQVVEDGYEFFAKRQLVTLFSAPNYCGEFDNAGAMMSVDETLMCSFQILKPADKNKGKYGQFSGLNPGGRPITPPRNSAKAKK
AHR activator: human AHR activation; activation, % at 5 µM; P35869; 320,000 tested, 2.5% active; AHR-responsive luciferase reporter cells, luminescence; in the data active means activation above about 47%;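 further: 0% = vehicle wells and 100% = reference agonist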
proCasp3 act: procaspase-3 (human) activation | P42574 | recombinant procaspase-3 D3A, Ac-DEVD-pNA absorbance 405 nm | 330,000 tested, 0.11% active | activation, % at 8.5 µM;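 active means activation above the mean of all tested compounds plus 3 SD, cut at about 21% in these data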;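 further: 0% = DMSO alone and 100% = DMSO wells spiked with extra 5 µM PC-3 D3A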
Target sequence (P42574 whole entry D9A/D28A/D175A): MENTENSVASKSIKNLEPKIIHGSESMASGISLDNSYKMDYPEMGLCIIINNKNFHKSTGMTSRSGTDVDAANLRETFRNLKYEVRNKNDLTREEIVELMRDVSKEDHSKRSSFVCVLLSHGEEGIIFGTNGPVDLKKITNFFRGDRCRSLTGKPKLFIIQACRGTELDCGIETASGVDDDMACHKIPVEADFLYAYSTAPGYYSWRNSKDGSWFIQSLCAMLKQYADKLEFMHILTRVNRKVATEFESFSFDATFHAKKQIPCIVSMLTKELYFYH
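Assay system: Autoprocessing-dead procaspase-3 D3A mutant enzyme; also added: Ac-DEVD-pNA; doses: one concentration, 8.5 µM nominal, 0.8% DMSO; times: 1 h compound preincubation, 2 h substrate hydrolysis at 25 °C; technique: 405 nm absorbance of p-nitroaniline, reads at 0 and 120 min; measure: % activation between DMSO and enzyme-spiked controls; repeats: single replicate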
PAFAH2 FP inh: PAFAH2 (human) inhibition. inhibition, % at 3.39 µM. 340,000 tested, 0.99% active. Q99487. recombinant PAFAH2, FP-rhodamine activity probe, fluorescence polarization. AID 492956;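 active means inhibition above the mean over all tested compounds plus 3 SD, cut at about 30% in these data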;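 further: inhibitors block probe labeling of enzyme so polarization drops; 0% = enzyme with DMSO and 100% = wells lacking PAFAH2 protein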
Numbers without * were called inactive; · = not tested or not shown.

SMILES | HCV core dimer | Fh CTSL1 inh | TPT1 inh | PP5 primary | procasp7 counter | PP1 inh | AHR activator | proCasp3 act | PAFAH2 FP inh
COc1cc(C(=O)NC2CC(C)(C)Cc3c2cnn3-c2ccccc2)cc(OC)c1OC (stereo not given) | 0.5 | 0.8 | -1.1 | -0.4 | 2.5 | 3.7 | 4.9 | 5.2 | 0.8
CC(C)CNC(=S)NC(=O)c1csc([N+](=O)[O-])c1 | 5.7 | 0.7 | 3.5 | 3.0 | -14.8 | 1.9 | 5.2 | -7.3 | 4.5
CC1(C)C(=O)N(CCN2CCC(C(=O)c3ccc(F)cc3)CC2)c2ccccc21 | 7.6 | -3.0 | -3.6 | 5.5 | -1.0 | 1.8 | 2.7 | 2.9 | 7.5
O=C(c1ccccc1NS(=O)(=O)c1cccs1)N1CCOCC1 | -3.0 | 2.5 | -2.5 | 3.9 | 0.7 | -0.7 | -1.6 | -2.5 | 7.9
Cc1cccc(C)c1NC(=O)C(=O)NCCCN1CCOCC1 | -6.2 | 12.7 | 0.1 | 2.1 | -2.7 | 5.2 | -1.4 | 1.8 | -3.2
O=C(Cn1c(=O)cnc2ccccc21)Nc1cccc(S(=O)(=O)N2CCCCC2)c1 | · | · | · | 1.4 | 7.5 | -2.5 | 8.2 | 5.6 | -2.2
Cc1ccccc1NS(=O)(=O)c1nnc(NC(=O)C(C)C)s1 | -5.4 | 2.3 | -1.7 | 0.3 | 0.3 | -2.2 | 1.6 | -5.3 | -4.3
CCCOc1cc(C)c(S(=O)(=O)N2CCOCC2)cc1C | 2.0 | -3.4 | -0.9 | -1.0 | -3.2 | -1.7 | 2.4 | 0.1 | ·
COc1ccc(OCC(=O)Nn2c(-c3ccc(OC)cc3)nc3ccccc3c2=O)cc1 | -11.6 | -0.7 | 1.7 | 1.0 | -4.3 | -0.5 | 12.1 | -2.2 | -1.5
Cc1ccc(CC(=O)OCC(=O)c2ccc[nH]2)cc1C | · | · | · | · | -3.9 | · | -1.3 | -7.7 | -1.7
COc1ccc(OC)c(Nc2ncnc3sccc23)c1 | -7.0 | -3.8 | -0.2 | 2.4 | 4.1 | -0.1 | 13.4 | -12.1 | -4.7
CCCCCCCCCOC1OC(CO)C(O)C(O)C1NC(C)=O (stereo not given) | -4.8 | 0.6 | -2.7 | -2.7 | 3.7 | 0.9 | -0.8 | 3.6 | 3.0
O=C(Nc1ccc([N+](=O)[O-])cc1)C1COc2ccccc2O1 (stereo not given) | 2.8 | 0.0 | 5.2 | 2.3 | -5.1 | -27.1 | -5.2 | -8.5 | 4.9
CC(=O)Nc1ccc(NC(=O)CCc2nc3ccccc3c(=O)[nH]2)cc1 | -0.6 | -2.5 | 0.7 | 2.7 | 3.1 | -4.6 | -2.5 | -0.8 | -4.6
Cc1cc(/C=C(/C#N)C(=O)Nc2ccc(Cl)cc2)c(C)n1-c1cccnc1 | 9.5 | 5.4 | -0.5 | 1.3 | -2.3 | 0.2 | 76.0* | -0.4 | -0.5

An excerpt from above in order of heavy-atom count, rising:
SMILES | HCV core dimer | Fh CTSL1 inh | TPT1 inh | PP5 primary | procasp7 counter | PP1 inh | AHR activator | proCasp3 act | PAFAH2 FP inh
CC(C)CNC(=S)NC(=O)c1csc([N+](=O)[O-])c1 | 5.7 | 0.7 | 3.5 | 3.0 | -14.8 | 1.9 | 5.2 | -7.3 | 4.5
CCCOc1cc(C)c(S(=O)(=O)N2CCOCC2)cc1C | 2.0 | -3.4 | -0.9 | -1.0 | -3.2 | -1.7 | 2.4 | 0.1 | ·
COc1cc(C(=O)NC2CC(C)(C)Cc3c2cnn3-c2ccccc2)cc(OC)c1OC (stereo not given) | 0.5 | 0.8 | -1.1 | -0.4 | 2.5 | 3.7 | 4.9 | 5.2 | 0.8

Continued.
SMILES | HCV core dimer | Fh CTSL1 inh | TPT1 inh | PP5 primary | procasp7 counter | PP1 inh | AHR activator | proCasp3 act | PAFAH2 FP inh
C#CCn1c(=NC(=O)CN2C(=O)CCC2=O)sc2cccc(C)c21 | -4.3 | -3.3 | 0.8 | 0.6 | -0.2 | 2.2 | 9.6 | 0.3 | 4.0
Cc1ccc(N2CC(C(=O)Nc3cc(C)ccc3F)CC2=O)cc1 (stereo not given) | -2.3 | -0.8 | -2.4 | 1.5 | 5.8 | 2.1 | 2.5 | 7.1 | -4.9
Cc1ccc2c(CSc3nc4nc(C)cc(C)n4n3)cc(=O)oc2c1 | 8.6 | 1.0 | 2.4 | 5.0 | 9.3 | -4.9 | 8.2 | -6.6 | 1.0
c1ccc2oc(-c3ccc(Nc4nc(N5CCCC5)nc(N5CCOCC5)n4)cc3)nc2c1 | 3.3 | -7.7 | -6.7 | -3.3 | -16.7 | 1.4 | -0.2 | -1.3 | ·
COc1cc2c(cc1NC(=O)CSc1ccccn1)oc1ccccc12 | -2.2 | 1.3 | 0.5 | 3.7 | 3.9 | 1.7 | 105.2* | -8.7 | -6.4
CCOC(=O)c1nc2sc(C)c(C)c2c(=O)[nH]1 | 1.1 | 3.8 | 0.4 | -0.3 | 9.3 | -1.1 | 0.6 | 5.5 | 4.5
Cc1occc1C(=O)N/N=C/c1ccc(Br)s1 | -2.5 | 0.9 | 0.9 | 0.2 | -0.7 | -3.3 | 2.2 | 4.0 | 4.0
COc1ccccc1N1CCN(C(=O)c2ccccc2N(C)S(=O)(=O)c2ccc(C)cc2)CC1 | 4.1 | -0.9 | 2.2 | 1.5 | -2.3 | -3.5 | -1.1 | 6.8 | -6.2
N#Cc1ccc(OCc2ccc(C(=O)O)o2)cc1 | -7.2 | -3.9 | -3.1 | -1.1 | 12.3 | -4.0 | 2.5 | -5.2 | 4.2
Cc1c(CCC(=O)O)c(=O)n2c([nH]c3ccccc32)c1C#N | -11.8 | 2.8 | -1.8 | 2.3 | 6.8 | 14.9 | 16.4 | 5.2 | -5.2
COc1ccc(-c2c3c(nc4sc(C(=O)Nc5cc(C)on5)c(N)c24)CCC3)cc1 | 6.5 | 5.1 | 3.2 | 0.6 | 7.4 | -2.4 | -4.3 | 7.1 | 3.0
Cc1ccc(N=Nc2c(C)[nH][nH]c2=O)c(C)c1 | -12.2 | 4.0 | 2.3 | 4.2 | 2.5 | -1.9 | 47.7* | -16.5 | -1.5
COc1cc(NCc2ccccc2)c2ncn(Cc3ccccc3)c2c1 | · | · | · | · | -1.2 | · | 12.5 | -0.4 | 4.6
CC1(C)C(=O)Nc2ccccc2N1C(=O)COC(=O)Cc1c(F)cccc1Cl | 5.0 | -6.4 | -0.5 | -1.9 | 5.2 | -7.3 | -0.7 | -5.2 | 5.2
CC(NC=O)c1nc2ccccc2n1CCc1ccccc1 (stereo not given) | -9.4 | 6.3 | -0.5 | -1.9 | -2.7 | -1.7 | -1.9 | 0.6 | -0.1
O=C(CN1C(=O)c2ccccc2C1=O)NNC1=NS(=O)(=O)c2ccccc21 | 5.2 | -3.3 | -1.7 | -0.9 | -4.8 | -1.5 | 0.9 | 5.1 | 7.1
Cc1ccc(C(=O)N2CCN(CCNC(=O)C(=O)NCc3ccc(Cl)cc3)CC2)cc1 | -4.1 | 1.4 | -2.2 | -2.4 | -1.8 | -0.5 | 5.8 | 1.7 | -0.2
Oc1cccc2cnccc12 | -3.1 | 0.6 | 1.9 | -1.9 | 9.1 | -1.1 | 13.8 | 7.5 | 3.7
C=CCc1cc(C)ccc1OCCn1ccnc1 | -0.5 | 1.0 | 2.5 | 2.1 | -3.7 | 0.1 | 23.2 | -7.1 | 3.8
COc1ccc(OC)c(C(=O)CSc2nnc(Cc3cccs3)n2C)c1 | 4.5 | 9.2 | 1.5 | 0.5 | -1.6 | -0.7 | 2.7 | 5.1 | -2.1
O=C(NC1C(=O)NNC1c1ccccc1)c1ccc(F)cc1 (stereo not given) | -1.7 | -0.2 | -1.7 | 2.3 | -3.9 | -0.5 | 8.7 | 8.6 | 7.9
CSCCC(C(=O)NC1=NCCS1)N1C(=O)c2ccccc2C1=O (stereo not given) | -2.9 | 4.6 | -0.8 | -0.6 | -11.6 | -5.5 | 1.0 | 1.0 | -2.5
O=C(Cc1coc2ccc3ccccc3c12)N1CCN(c2ncccn2)CC1 | 53.1* | -0.7 | 1.6 | 2.2 | -3.1 | 3.1 | 14.1 | 8.4 | -1.7
Cc1ccc(S(=O)(=O)/N=C(\CN2CCCCC2)N2CCOCC2)cc1 | 0.8 | 0.0 | -1.2 | 2.1 | 8.1 | 1.8 | 0.2 | 7.0 | 0.7
COc1ccc(OC)c(S(=O)(=O)N2CCC(NC(=O)c3ccccc3)CC2)c1 | 3.9 | -5.3 | 2.5 | 1.4 | 1.4 | -1.7 | 3.4 | 5.6 | -2.6
Cc1cc(C)nc(SCCC(=O)N2CCOCC2)n1 | -2.4 | -1.8 | -0.7 | 0.0 | -6.0 | -1.8 | 4.8 | -9.6 | -4.9
O=C(Cc1csc(-c2ccccc2)n1)NCc1cccs1 | 2.5 | 4.0 | 1.9 | -0.7 | 8.1 | -0.9 | 12.9 | 3.1 | 0.1
S=c1[nH]nc(-c2ccco2)n1-c1ccccc1Cl | -3.8 | 2.2 | -1.7 | -1.9 | 1.0 | -2.5 | 0.8 | 0.1 | 4.3
CS(=O)(=O)N1CCN(c2ccccc2NC(=O)c2ccc3ccccc3c2)CC1 | 4.2 | 2.5 | -4.2 | 1.7 | 3.3 | 4.2 | 39.1 | 2.7 | 1.0
CCn1c(SCC(=O)Nc2c(C)n(C)n(-c3ccccc3)c2=O)nnc1-c1cccc(C)c1 | -4.0 | -1.5 | 2.8 | 2.7 | 5.4 | -1.6 | -0.6 | -6.3 | -6.5
Cc1ccc2c(C)nc(Nc3nc(CSc4nc5ccccc5[nH]4)cc(=O)[nH]3)nc2c1 | 5.6 | 2.0 | -1.4 | -0.2 | 8.7 | 1.2 | -1.3 | 2.9 | -32.0
O=c1cc(-c2ccc([N+](=O)[O-])cc2)nc2cc(-c3ccc(Cl)cc3)[nH]n12 | -2.2 | -5.5 | 0.6 | 3.2 | 7.8 | 7.4 | 1.1 | -4.9 | ·
COc1ccc(OCCCC(=O)Nc2nncs2)cc1 | -2.0 | -2.5 | 2.4 | 1.1 | 10.5 | -2.0 | 1.1 | -5.6 | 6.4
O=C(O)C1CC=CCC1C(=O)NCc1cn2ccccc2n1 (stereo not given) | 0.0 | -0.4 | -1.6 | -1.4 | 2.0 | 0.1 | 0.4 | 2.8 | 1.3
O=C(/C=C/c1ccc(Br)cc1)NCc1cccs1 | 6.9 | 0.8 | 1.5 | -0.3 | 6.0 | -0.8 | 17.9 | 4.8 | -6.5
Cc1ccc(S(=O)(=O)NCCc2cc3ccc(C)c(C)c3[nH]c2=O)cc1 | -13.7 | 7.4 | 0.2 | -1.8 | -4.0 | -1.5 | 2.5 | 2.3 | -4.1
O=C1c2ccccc2-c2c1nc1c([n+]2[O-])CCCC1 | -3.0 | 1.2 | -0.4 | -3.0 | 5.9 | -6.8 | 12.8 | 8.8 | 23.2

Bioassay records as filed in PubChem BioAssay.
